# Giardia FBPA inh = blocks Giardia fructose-bisphosphate aldolase activity; purified Giardia FBPA; A8B2U2; Potency, µM (titrated, usually from 59.6 µM), inactives show at the highest dose activity, negative = inhibition, actives largely listed as inhibitors; 0.71% of 290,000 active; also: potency is read from the fitted curve at half-maximal effect; % is scaled to controls: 0 for no effect and ±100 for the full control effect; nearly all actives have a fitted effect of over 55% in size
# Target sequence (A8B2U2 whole entry, looked up): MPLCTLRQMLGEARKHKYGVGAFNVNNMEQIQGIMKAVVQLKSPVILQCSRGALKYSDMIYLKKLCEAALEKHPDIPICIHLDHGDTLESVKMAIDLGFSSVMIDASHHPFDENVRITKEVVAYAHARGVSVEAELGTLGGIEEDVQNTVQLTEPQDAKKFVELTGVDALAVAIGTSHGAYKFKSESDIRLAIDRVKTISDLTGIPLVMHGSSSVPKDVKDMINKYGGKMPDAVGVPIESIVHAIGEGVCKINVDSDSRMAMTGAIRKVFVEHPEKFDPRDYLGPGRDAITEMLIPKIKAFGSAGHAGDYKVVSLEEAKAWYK
#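 40 nM FBPA preincubated 10 min at RT with compound (up to 57.5 uM final), then substrate plus GAPDH/TPI/NAD/arsenate coupling and diaphorase/resazurin added. Fluorescence read after 20 min at RT, 525/598 nm.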
# AMA1-RON2 inh = disrupts binding of P. falciparum AMA1 to RON2. AlphaScreen AMA1-biotinylated RON2 peptide binding. Potency, µM (titrated, usually from 58.2 µM), for the others: top-dose activity change, negative = inhibition, most hits filed as inhibitors. 0.2% of 360,000 active. AID 720542;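 also: potency is read from the fitted curve at half-maximal effect; 0% = vehicle wells and -100% = peptide control; nearly all actives have a fitted effect of over 45% in size; some results filed as inactive show a strong effect at the top dose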
#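 AMA1 (3D7) with his tag at 25 nM final met compounds first, then biotinylated RON2 peptide at 25 nM; detection used donor plus acceptor beads, 10 µg/mL apiece, read by AlphaScreen after 30 min at room temperature.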
# CHX counter = affects cycloheximide protein synthesis inhibition readout, counter-screen | cell reporter, cycloheximide protein synthesis inhibition counterscreen | max response, % | 12% of 300,000 active | AID 2314; in the data active = max response mostly above about 13%, no sharp cut-off; inactive = mostly below about 14%; also: read at 38.3 µM for the half of the compounds with a filed dose; 0% is about no effect
# Shiga inhibitor = inhibitors of Shiga toxin in Vero cells. Vero cells, Shiga toxin protein synthesis inhibition reporter. inhibition, % at 38.7 µM. 9.2% of 290,000 active; in the data active = inhibition mostly above about 28%, no sharp cut-off; inactive = mostly below about 43%; also: 0% is about no effect
# AmpC detergent = inhibitors of E. coli AmpC beta-lactamase with detergent; P00811; 0.041% of 370,000 active; Potency, µM (top dose mostly 114 µM), for the others: top-dose activity change, negative = inhibition, usual class: inhibitors; AmpC hydrolysis of nitrocefin, absorbance 480 nm, 0.01% Triton;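 also: potency is read from the fitted curve at half-maximal effect; 0% = no-compound wells and -100% = no-enzyme wells; nearly all actives have a fitted effect of over 25% in size; some results filed as inactive show a strong effect at the top dose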
# Target sequence (P00811 whole entry, looked up): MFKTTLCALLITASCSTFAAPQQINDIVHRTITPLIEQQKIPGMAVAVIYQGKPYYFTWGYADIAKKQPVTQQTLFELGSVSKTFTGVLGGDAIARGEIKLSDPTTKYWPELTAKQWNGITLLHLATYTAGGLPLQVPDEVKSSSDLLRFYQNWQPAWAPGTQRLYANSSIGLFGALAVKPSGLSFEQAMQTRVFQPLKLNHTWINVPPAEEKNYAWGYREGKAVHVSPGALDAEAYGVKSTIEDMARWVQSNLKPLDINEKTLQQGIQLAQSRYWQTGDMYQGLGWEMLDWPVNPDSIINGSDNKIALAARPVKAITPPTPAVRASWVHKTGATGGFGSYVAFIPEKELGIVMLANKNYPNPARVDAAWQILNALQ
#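 AmpC (5.3 nM in the dispensed reagent) in 20 mM phosphate pH 7.0 with 0.01% (detergent screen) or 0.0001% Triton X-100 was preincubated with compounds for 15 min at room temperature. Nitrocefin was then added from an 800 uM solution, and hydrolysis was followed at 480 nm.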
# AmpC no deterg = AmpC beta-lactamase inhibition without detergent. P00811. AmpC nitrocefin hydrolysis, absorbance 480 nm, 0.0001% Triton. Potency, µM (series often up to 57.1 µM), for inactives: top-dose activity change, negative = inhibition, usual class: inhibitors. 0.52% of 330,000 active;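 also: potency is read from the fitted curve at half-maximal effect; plate controls were no compound for no effect and no enzyme for full effect; nearly all actives have a fitted effect of over 20% in size; some results filed as inactive show a strong effect at the top dose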
#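 20 mM phosphate pH 7.0 + 0.01% (detergent screen) or 0.0001% Triton X-100; 5.3 nM AmpC reagent; cpd preinc 15 min RT; nitrocefin (800 uM stock) to start; A480 q20 s × 4 min; Activity was normalised to no-enzyme and no-compound control wells.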
# HCMV antiviral = human cytomegalovirus inhibition. activity change, negative = inhibition, % at 57.5 µM. 4.5% of 410,000 active. AID 1259415. HFF cells, HCMV-luciferase reporter, 72 h; hits give low values; in the data active = activity change below about -60%; inconclusive = no clear call, values can overlap the other calls; inactive = above about -39%; also: % is scaled to controls: 0 for no effect and ±100 for the full control effect
#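 After 16 h attachment at 37C, HFF cells received test compound and HCMV-luciferase (1 PFU/cell); reporter luminescence read 72 h later, data normalized against buffer-only and known inhibitor Salinomycin.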
# Active calls of the source: *; ? = inconclusive; nt = not tested or not shown; [ ] = remark or other dose. Unless noted, calls follow the shape of the dose curve; as a rule, active = well fitted curve in the direction sought with a large enough effect; inconclusive = small, poorly fitted or top-dose-only effect, or another doubt; inactive = no such curve, though single readings can be large; an effect the other way counts as inactive or inconclusive.
SMILES,Giardia FBPA inh,AMA1-RON2 inh,CHX counter,Shiga inhibitor,AmpC detergent,AmpC no deterg,HCMV antiviral
COc1ccc(/C=C(/NC(=O)c2ccco2)C(=O)N2CCCCC2)cc1,-1%,-13%,-2,32,0%,-1%,-22
COc1ccc(N(C(=O)CSCC(=O)Nc2cc(C)on2)C(C(=O)NC2CCCCC2)c2ccc(O)c(O)c2)cc1 (stereo unspecified),?,11%,-1,-2,-12%,-41%,-28
Cc1ccccc1NS(=O)(=O)c1ccc(NC(=O)CSCc2ccc(Br)cc2)cc1,0%,-7%,10,-3,-1%,-15%,-17
CCc1nnc(N/N=C/c2ccc(-c3ccc([N+](=O)[O-])cc3)o2)n1N,4.5µM*,75%[activator],12,-3,1%,-8%,7
COc1ccc(-c2[nH]n(-c3ccc([N+](=O)[O-])cc3)c(=O)c2C=NCCN2CCNCC2)cc1,?,nt,7,-13,?,-21%,nt
CCC(=O)c1ccc(OCCn2cnc3ccccc32)cc1,-8%,-2%,12,8,-10%,14%,50
CC(C)(C)c1ccc(-c2c(C#N)c(N)nc3c2CCCC3)s1,3%,-4%,13,16,-10%,-38%,41
O=C(COC(=O)/C=C/c1ccc(Cl)cc1)Nc1ccc2c(c1)OCCO2,2%,3%,-1,-3,-16%,-15%,122
CCOC(=O)C1CCCN(C(=O)CCn2nnnc2CN2CCOCC2)C1 (stereo unspecified),9%,-9%,8,-5,-12%,-8%,11
Cc1c(Cl)c([N+](=O)[O-])nn1CCCC(=O)Nc1c(C)n(C)n(-c2ccccc2)c1=O,4%,8%,-2,-18,9%,-14%,-33
O=C(O)Cc1ccc(NC(=O)CCN2C(=O)c3ccc([N+](=O)[O-])cc3C2=O)cc1,-5%,2%,-3,-2,-8%,-26%,1
Cc1nnc(Sc2cc(NCCCO)c([N+](=O)[O-])c3nonc23)s1,?,1%,10,-3,?,28µM*,57
COc1cc(CCC(=O)NCC2CCCO2)cc(OC)c1OC (stereo unspecified),7%,17%,-1,38,-7%,2%,-1
COc1ccccc1-c1nc(C#N)c(N2CCc3ccccc3C2)o1,-1%,?,9,43,-8%,2%,-17
C#CCOCCOCCOCCNc1nc(N2CCN(C(=O)Cn3cc(CCCCN)nn3)CC2)nc(N2CCN(C(=O)[C@H](CCCCN)n3cc(CCCC)nn3)CC2)n1,nt,-9%,nt,nt,-1%,223%[activator],-23
O=C(NCc1ccc2c(c1)OCO2)c1ccc(S(=O)(=O)N2CCOCC2)cc1,3%,-12%,-3,-4,-11%,-6%,-34
Cc1noc(C)c1S(=O)(=O)Nc1ccc2c(c1)C(=O)N([C@H](C)CO)C[C@H](C)[C@@H](CN(C)C(=O)NC(C)C)O2,nt,8%,nt,nt,nt,19%,26
COc1ccc(Cl)cc1NC(=O)CN(C)CC(=O)Nc1ccc(C)cc1Br,-8%,52%[activator],9,-10,6%,137%[activator],-16
O=C(CSCc1ccccc1)NCCc1ccc(F)cc1,0%,25%,17*,30,-16%,-13%,11
CC(OC(=O)c1ccc(Br)c(S(=O)(=O)N2CCOCC2)c1)C(=O)NC1CCCCC1C (stereo unspecified),nt,-8%,nt,nt,-9%,66%[activator],-11
O=C(N/N=C/c1ccc(N2CCCCC2)o1)c1ccccc1[N+](=O)[O-],-23%,21%,-2,6,?,-17%,7
O=C(CC(C(=O)O)c1ccc(Cl)cc1)c1ccc(Br)cc1 (stereo unspecified),-1%,6%,3,3,0%,-13%,13
CC(=NCCN1CCCCC1)c1c(O)n(-c2ccc(Cl)cc2)c(=O)[nH]c1=O,0%,5%,-2,-5,?,-14%,-5
Cn1c(C2=C(O)CN(c3ccccc3)C2=N)nc2ccccc21,-16%,48%[activator],8,-6,0%,-12%,-35
CCc1nnc(NC(=O)CCC(=O)N2CCN(C3c4ccccc4-c4ccccc43)CC2)s1,0%,-11%[2.32 µM],-3,-2,?,10%,-33

# Overlap with the part before: 2 entries, followed by the next part.
SMILES,Giardia FBPA inh,AMA1-RON2 inh,CHX counter,Shiga inhibitor,AmpC detergent,AmpC no deterg,HCMV antiviral
Cn1c(C2=C(O)CN(c3ccccc3)C2=N)nc2ccccc21,-16%,48%[activator],8,-6,0%,-12%,-35
CCc1nnc(NC(=O)CCC(=O)N2CCN(C3c4ccccc4-c4ccccc43)CC2)s1,0%,-11%[2.32 µM],-3,-2,?,10%,-33
COCCN(C(=O)COC(=O)CCCOc1ccc(OC)cc1)c1c(N)n(Cc2ccccc2)c(=O)[nH]c1=O,nt,0%,nt,nt,-1%,104%[activator],6
O=C(NCCCN1CCOCC1)c1ccc(Br)s1,-5%,-4%,8,28,?,-22%,24
COc1ccc(C)cc1S(=O)(=O)NC(C)C(=O)NC1CC1 (stereo unspecified),-1%,-1%,1,11,-4%,0%,-18
COC(=O)[C@]1(C)CCC[C@@]2(C)C3CC[C@@]4(C)C[C@]3(CCC21)CC(=O)N4C (stereo partly specified),nt,19%,nt,nt,-10%,168%[activator],-5
O=C(NCc1ccc(Cl)cc1)c1ccccc1Oc1ccccc1,-2%,23%,-1,17,-7%,-12%,-17
CCn1cc(Cl)c(C(=O)Nc2ccc3c(c2)OCCO3)n1,2%,-2%,44*,168*,-8%,-31%,56
Cc1cc(N)ccc1NC(=O)CN1CCOCC1,-5%,-2%,-4,-6,-4%,2%,17
COc1ccc(/C(C)=N/NC(=O)c2ccc(CSc3cccc4cccnc34)cc2)cc1OC,-12%,40%[activator],7,53,1%,-19%,42
COc1cc(/C=C/C(=O)OCC(=O)N2CCC(C)CC2)ccc1O,nt,8%,nt,nt,-9%,-14%,3
C=CCNc1nc(C2(C)CC3(CC(C)(C)OC3=O)C(=O)O2)cs1 (stereo unspecified),6%,-5%,1,-15,?,-13%,-24
Cc1cc(NC(=O)COC(=O)c2oc3c(Cl)cccc3c2C)no1,5%,-7%,-2,-9,?,-23%,5
N#CCSc1nc2sccc2c(=O)n1-c1ccccc1,-7%,10%,-4,-18,-6%,-24%,-22
COc1cccc(Cc2n[nH]c(=S)n2Cc2ccco2)c1,-6%,81%[activator],-1,10,5%,-34%,?
CCOC(=O)C1CCN(CCC(=O)Nc2cccc(Cl)c2)CC1,3%,3%,-3,-22,-10%,-11%,33
NC(=O)C1CCN(C(=O)COc2ccc3c4c(c(=O)oc3c2)CCC4)CC1,2%,6%,-1,6,-17%,-15%,-23
COc1ccc(NS(=O)(=O)c2ccc3oc(SC(C)C(N)=O)nc3c2)cc1 (stereo unspecified),nt,17%,1,-16,4%,-25%,nt
Cc1ccc(-n2nc3ccc(NC(=O)/C=C/c4ccco4)cc3n2)cc1C,-28%,12%,30,64*,-7%,-28%,30
Cc1ccc(C(=O)NCCNC(=O)CN2CCOCC2)cc1,4%,13%,-6,-23,1%,-4%,-9
CCOc1ccc(S(=O)(=O)N2CCC(C(=O)NCC3CCCO3)CC2)cc1Cl (stereo unspecified),6%,0%,-1,-18,-6%,102%[activator],4
CN(CCCNC(=O)c1ccc(/C=N/O)nc1)CCCN(C)Cc1ccccc1,nt,46%[activator],-2,-9,?,-9%,34
O=C(NCc1cccc(Cl)c1)c1ccco1,1%,-10%,1,-14,3%,-12%,4
O=C(CSc1nc(C2CC2)nc2ccccc12)Nc1ccccc1Cl,nt,11%,-2,-7,4%,-8%,4
CCOc1ncccc1C(=O)OCC(=O)Nc1ccc(-c2nc3ccc(C)cc3s2)cc1,4%,6%,76*,128*,?,?,-9
CC(C)COC(=O)C(N)C(C(=O)OCC(C)C)c1ccccc1 (stereo unspecified),-6%,17%,-4,-2,?,62%[activator],-27
Cc1c(Cl)cccc1NC(=S)N=Nc1c(O)n(CN2CCOCC2)c2ccccc12,-1%,27%,-4,-6,-13%,-46%,nt
# Remaining list, next part:
SMILES,Giardia FBPA inh,AMA1-RON2 inh,CHX counter,Shiga inhibitor,AmpC detergent,AmpC no deterg,HCMV antiviral
O=C(C(=O)N1CCOCC1)c1cn(Cc2c(F)cccc2Cl)c2ccccc12,2%,-6%,-8,-12,1%,-19%,15
CCc1cccc(C)c1NC(=O)Nc1ccc2c(c1)OCO2,5%,-2%,7,23,-6%,-15%,4
Cc1ccc(C)c(NC(=O)CCC(=O)NN=C2CCCC2)c1,nt,104%[activator],-3,-4,-19%,0%,40
Cc1ccc(S(=O)(=O)c2nc(S(C)(=O)=O)sc2NCC2CCCO2)cc1 (stereo unspecified),4%,0%,-3,-9,-15%,-17%,-29
COC(=O)C1=C(NC(=O)c2ccc(Br)cc2)CCS1,1%,1%,13,31,?,-6%,-1
O=C(NNc1ncc(C(F)(F)F)cc1Cl)c1c(Cl)cccc1Cl,3%,108%[activator],-1,15,-8%,-16%,-27
Cc1ccc(NC(=O)C2CCCN2C(=O)OCc2ccccc2)c(O)c1 (stereo unspecified),-3%,-2%,-4,-4,-6%,-8%,0
CC(=O)c1ccc[n+](CC(=O)NC(C)c2ccccc2)c1 (stereo unspecified),8%,3%,-7,-10,-8%,-1%,35
CCCCCSc1nnc(N)s1,5%,-6%,11,4,-4%,-16%,-27
COCc1cc(C)nc2sc(C(=O)NCCO)c(-n3cccc3)c12,-2%,-2%,10,21,?,-11%,-12

# Record cards, as listed above. Screens in order: Giardia FBPA inh | AMA1-RON2 inh | CHX counter | Shiga inhibitor | AmpC detergent | AmpC no deterg | HCMV antiviral
# `Cc1ccc(NC(=O)C2CCCN2C(=O)OCc2ccccc2)c(O)c1` (stereo unspecified) across the screens: -3% | -2% | -4 | -4 | -6% | -8% | 0
# `Cc1ccc(C)c(NC(=O)CCC(=O)NN=C2CCCC2)c1` across the screens: nt | 104%[activator] | -3 | -4 | -19% | 0% | 40
# `CCc1cccc(C)c1NC(=O)Nc1ccc2c(c1)OCO2` across the screens: 5% | -2% | 7 | 23 | -6% | -15% | 4
# `CCCCCSc1nnc(N)s1` across the screens: 5% | -6% | 11 | 4 | -4% | -16% | -27
# `Cc1ccc(S(=O)(=O)c2nc(S(C)(=O)=O)sc2NCC2CCCO2)cc1` (stereo unspecified) across the screens: 4% | 0% | -3 | -9 | -15% | -17% | -29

# Source: PubChem BioAssay
